B2AR arrestin: beta2AR (human) beta-arrestin recruitment activity; P07550; Potency, µM (doses to about 46.1 µM), without a hit: at the highest dose activation, actives largely listed as activators; beta-arrestin recruitment to beta2AR, cell-based reporter; 0.02% of 330,000 active;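 further: potency means the concentration at half of the fitted maximal effect; 0% = DMSO controls and full agonism = EC100 isoproterenol or metaproterenol; nearly all actives have a fitted effect of over 65% in size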
CXXC DNA block: inhibitors of human MLL CXXC domain-DNA interaction; 0.037% of 290,000 active; MLL-CXXC / FITC-HOXA9 DNA fluorescence polarization; Potency, µM (top dose mostly 115 µM), without a hit: at the top dose activity change, negative = inhibition, usual class: inhibitors; active means well fitted inhibition curve with a large enough effect in the polarisation, with a control signal flat, not every such curve was filed as active; inconclusive means small, poorly fitted or top-dose-only effect, or effect the other way, or a change in a side signal; inactive means no such curve, though single readings can be large or run the other way; the % refers to the polarisation; further: potency means the concentration at half of the fitted maximal effect
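Fluorescence polarization: 7 uM MLL-CXXC (stock) preincubated 5 min with compounds, then 50 nM fluorescein-HOX-A9 DNA (stock) added; 30 min ambient. Buffer 50 mM Tris-HCl pH 7.5, 50 mM NaCl, 1 mM DTT, 0.05% BSA.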
TRPV1 ag: human TRPV1 agonism; TRPV1-expressing cells, Fluo-8 calcium influx, agonist mode; activation, % at 8.33 µM; Q8NER1; 0.19% of 320,000 active; in the data active means activation above about 80%; inconclusive means between about 30% and that limit; further: 0% is about no effect
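Fluo-8 calcium influx in TRPV1-expressing cells, kinetic read (ex 480/em 520 nm). Compound added and read 3 min for agonist activity, followed by capsaicin at EC20 final and 2 min further read for enhancement.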
TSG101-PTAP inh: blocks PTAP/TSG101 interaction to inhibit HIV-1 budding; Q99816; Fluorescence polarization, FITC-PTAP peptide / Tsg101 binding; Potency, µM (highest dose often 115 µM), without a hit: top-dose activity change, negative = inhibition, most hits filed as inhibitors; 340,000 tested, under 10 active; active means well fitted inhibition curve with a large enough effect in the main read-out, with a control signal flat, not every such curve was filed as active; inconclusive means small, poorly fitted or top-dose-only effect, or effect the other way, or a change in a side signal; inactive means no such curve, though single readings can be large or run the other way; further: potency means the concentration at half of the fitted maximal effect; % of control where 0% means no effect
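FP read-out: FITC-PTAP peptide, 50 nM final, binding Tsg101 binding domain, 10 uM final; 20 min, r.t.; 10 mM HEPES pH 7.5, 0.15 M NaCl, 0.01% Tween 20, 3 mM EDTA, 0.1 mM TCEP.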
BRCA1 expr up: BRCA1 expression activation; MCF7-BRCA1-FFLuc reporter, luminescence, 48 h; response scale: scaled: vehicle 0%, 10 µM genistein 100%; Potency, µM (doses to about 46.1 µM), for the others: at the top dose activation, usual class: activators; 1.1% of 380,000 active; further: potency means the concentration at half of the fitted maximal effect; nearly all actives have a fitted effect of over 80% in size; some results filed as inactive show a strong effect at the top dose
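Luminescence from a BRCA1-driven firefly luciferase in MCF7 cells was read after 48 h compound exposure at 37 C. Data normalized against DMSO and a 10microM genistein activation control, then curve-fitted across the titration.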
AT treatment: candidate therapy for ataxia-telangiectasia; Potency, µM (top dose mostly 57.5 µM), inactives show at the top dose activation, most hits filed as activators; 0.19% of 320,000 active; […] A-T fibroblasts, KAP-1 phosphorylation AlphaLISA; neocarzinostatin DNA damage 30 min before lysis; AID 485349; further: potency means the concentration at half of the fitted maximal effect; % of control where 0% means no effect; nearly all actives have a fitted effect of over 45% in size
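ATM-like activity read as KAP-1 phosphorylation via AlphaLISA donor/acceptor antibody pairs after lysis and 6 hr at 25C. Cells were ATM-null patient fibroblasts ([…], hTERT), dosed 60 min, then exposed to the DSB inducer NCS for 30 min.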
ELG1 repair inh: ELG1-dependent DNA repair inhibition; HEK293T ELG1-luciferase reporter, luminescence, 16 h; DNA damage induced by 5-fluorouridine; Potency, µM (titrated, usually from 46.1 µM), without a hit: top-dose activity change, negative = inhibition, most hits filed as inhibitors; AID 504467; 2.3% of 330,000 active; further: potency means the concentration at half of the fitted maximal effect; on the % scale 0 is the no-effect control and ±100 the full control effect; nearly all actives have a fitted effect of over 55% in size
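In this reporter screen, reduction of luminescence relative to DMSO vehicle indicated activity. Compounds and 5-fluorouridine were added together to 2,000 cells per well, incubated for 16 hr at 37 °C, then developed with ONE-Glo.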
p53 reactivator: re-activators of mutant p53. 0.063% of 320,000 active. Potency, µM (series often up to 92.2 µM), inactives show at the top dose activity change, positive = activation, actives largely listed as activators. H1299 p53-A138V BP100-luciferase reporter, luminescence, 24 h. AID 504706; further: potency means the concentration at half of the fitted maximal effect; % of control where 0% means no effect; nearly all actives have a fitted effect of over 45% in size
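p53-null H1299 cells stably carrying temperature-sensitive p53-A138V and a BP100-luciferase reporter were pinned with compounds (4-point, 1:5 series) and held 24 hrs at 37 deg C. Luminescence was read 10 min after detection reagent.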
Integrin act MD: integrin-mediated muscular dystrophy alleviation activation. 0.064% of 350,000 active. Potency, µM (highest dose often 38.3 µM), without a hit: top-dose activation, usual class: activators. alpha7betagal myoblasts, beta-gal FDG fluorescence, 48 h;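 further: potency means the concentration at half of the fitted maximal effect; 100% = response of the positive control SU9516; nearly all actives have a fitted effect of over 60% in size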
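Alpha7betagal+/- myoblasts (passage 13) were plated 16-24 hr, then exposed to compounds (1:260 dilution of DMSO stock) for 48 hours at 37C. After MPER lysis, β-galactosidase reporter activity was read as FDG fluorescence (ex 480/em 540) after 30 minutes.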
TCR act: T cell receptor activation; AID 504894; 330,000 tested, under 10 active; primary human leukocytes, anti-CD3, IL-2 HTRF, 48 h; Potency, µM (series often up to 9.22 µM), without a hit: at the top dose activation of IL-2 secretion, most hits filed as activators; further: % of control where 0% means no effect
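Activity was scored as IL-2 release from primary human leukocytes given only a TCR signal (a-CD3 beads) plus compound for 48 hr. Detection used a two-antibody HTRF format read at 665nm.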
Numbers without * were called inactive; [ ] = dose if it differs, or a comment. Unless noted, the call rests on the fitted dose curve; in most records, active means well fitted curve in the direction sought with a large enough effect; inconclusive means small, poorly fitted or top-dose-only effect, or another doubt; inactive means no such curve, though single readings can be large; an effect the other way counts as inactive or inconclusive.

`N#CCc1ccc(NS(=O)(=O)c2ccc(C3CCCCC3)cc2)cc1` gave B2AR arrestin -0.3%, CXXC DNA block 1%, TRPV1 ag 7, TSG101-PTAP inh -1%, BRCA1 expr up -23%, AT treatment -1%, ELG1 repair inh -1%, p53 reactivator inconclusive, Integrin act MD 0% and TCR act -1%[46.1 µM].
Screening N#CC1(Nc2ccccc2)C(=O)Nc2ccccc21 (centres undefined) returned B2AR arrestin 0.1%, CXXC DNA block -2%, TRPV1 ag -5, TSG101-PTAP inh -4%, BRCA1 expr up 1%, ELG1 repair inh -10%, p53 reactivator -1%, Integrin act MD -18% and TCR act -3%.
`CCOc1cc(N2CCOCC2)c(OCC)cc1NC(=O)C1CC(=O)N(c2ccc(C)cc2)C1` (centres undefined) gave B2AR arrestin -0.1%, TRPV1 ag -3, TSG101-PTAP inh -1%, BRCA1 expr up -6%, AT treatment 2%, ELG1 repair inh 16%, p53 reactivator 6%, Integrin act MD inconclusive and TCR act -15%.
O=C(Nc1cccnc1)Nc1ccc(F)c(Cl)c1 was read as B2AR arrestin -0.2%, CXXC DNA block -7%, TRPV1 ag inconclusive, TSG101-PTAP inh -4%, BRCA1 expr up 38%, AT treatment -11%, ELG1 repair inh 6%, p53 reactivator 6% and Integrin act MD -8%.
`CCn1c(=O)c2ccccc2n(CC(=O)NCCC2=CCCCC2)c1=O` gave B2AR arrestin 0.3%, CXXC DNA block 0%, TRPV1 ag 0, TSG101-PTAP inh 2%, BRCA1 expr up 9%, AT treatment 0%, ELG1 repair inh 12%, p53 reactivator 10%, Integrin act MD -12% and TCR act 9%.
Screening COC(=O)C1CCN(C(=O)/C=C/c2ccc3c(c2)OCO3)CC1 returned B2AR arrestin -0.7%, CXXC DNA block -13%, TRPV1 ag 13, TSG101-PTAP inh 1%, BRCA1 expr up inconclusive, AT treatment -5%, ELG1 repair inh inconclusive, p53 reactivator -13% and Integrin act MD -2%.
COCCCn1c(SCC(=O)Nc2ccc3c(c2)OCCO3)nnc1-c1ccoc1C was read as B2AR arrestin -0.9%, CXXC DNA block -2%, TRPV1 ag 3, TSG101-PTAP inh -6%, BRCA1 expr up 24%, AT treatment 2%, ELG1 repair inh 12%, p53 reactivator 6%, Integrin act MD -14% and TCR act -4%.
Screening Cn1cccc1Cc1nnc(SCC(=O)NCC2CCCO2)n1CCc1ccccc1 (centres undefined) returned B2AR arrestin -0.8%, CXXC DNA block 0%, TRPV1 ag -1, BRCA1 expr up 0%, AT treatment -2%, ELG1 repair inh -11%, p53 reactivator -7% and Integrin act MD -8%.
`CC(C(=O)c1ccc(Br)cc1)[n+]1cccc2ccccc21` (centres undefined) gave B2AR arrestin 0.0%, CXXC DNA block 39%[activator], TRPV1 ag 11, TSG101-PTAP inh 2%, BRCA1 expr up -6%, AT treatment 8%, ELG1 repair inh 2%, p53 reactivator 7% and Integrin act MD -55%[inhibitor].
For Cc1ccc2nc(-c3ccc4c(c3)NC(=O)CO4)cn2c1 the results were B2AR arrestin 0.3%, CXXC DNA block 0%, TRPV1 ag 1, TSG101-PTAP inh -2%, BRCA1 expr up inconclusive, AT treatment 0%, ELG1 repair inh inconclusive, p53 reactivator 4%, Integrin act MD -8% and TCR act 9%.
Screening CCCCSc1nc2ccccc2[nH]1 returned B2AR arrestin -0.5%, CXXC DNA block -6%, TRPV1 ag 23, TSG101-PTAP inh -3%, BRCA1 expr up inconclusive, AT treatment 2%[11.5 µM], ELG1 repair inh inconclusive, p53 reactivator 7%, Integrin act MD 5% and TCR act 8%.
`CCOC(=O)N1CCC(NC(=O)c2cccc3c2C(=O)N(CCOC)C3)CC1` gave B2AR arrestin 0.2%, CXXC DNA block 6%, TRPV1 ag 0, TSG101-PTAP inh -1%, BRCA1 expr up -24%, AT treatment 0%, ELG1 repair inh 0%, p53 reactivator -1%, Integrin act MD 15% and TCR act -1%.

Two compounds drawn at random from the list so far:
Screening CCCCSc1nc2ccccc2[nH]1 returned B2AR arrestin -0.5%, CXXC DNA block -6%, TRPV1 ag 23, TSG101-PTAP inh -3%, BRCA1 expr up inconclusive, AT treatment 2%[11.5 µM], ELG1 repair inh inconclusive, p53 reactivator 7%, Integrin act MD 5% and TCR act 8%.
Screening COC(=O)C1CCN(C(=O)/C=C/c2ccc3c(c2)OCO3)CC1 returned B2AR arrestin -0.7%, CXXC DNA block -13%, TRPV1 ag 13, TSG101-PTAP inh 1%, BRCA1 expr up inconclusive, AT treatment -5%, ELG1 repair inh inconclusive, p53 reactivator -13% and Integrin act MD -2%.

(next part)
Screening COCCOC(=O)c1c(NC(=O)COC(=O)Cc2cccc(OC)c2)sc(C(N)=O)c1C returned B2AR arrestin -0.1%, CXXC DNA block 5%, TRPV1 ag 2, TSG101-PTAP inh 0%, BRCA1 expr up 4%, AT treatment 6%, ELG1 repair inh inconclusive, p53 reactivator 5%, Integrin act MD -42%[inhibitor] and TCR act -1%.
Screening COC(=O)c1sc(N2C(=O)c3oc4ccccc4c(=O)c3C2c2cccc(O)c2)nc1C (centres undefined) returned B2AR arrestin 0.0%, CXXC DNA block 2%, TRPV1 ag -5, TSG101-PTAP inh -7%, BRCA1 expr up -1%, AT treatment 14%, ELG1 repair inh inconclusive, p53 reactivator -2%, Integrin act MD -16% and TCR act 0%.
For COc1ccc(CCC(C)NCc2cc(OC)cc(OC)c2)cc1 (centres undefined) the results were B2AR arrestin 0.3%, CXXC DNA block 9%, TRPV1 ag -2, TSG101-PTAP inh -7%, BRCA1 expr up -18%, AT treatment 11%, ELG1 repair inh 7%, Integrin act MD 0% and TCR act 8%.
For CC(C)(C)c1cc(C(=O)NC2CC2)n(Cc2ccc(F)cc2)n1 the results were B2AR arrestin -1.2%, CXXC DNA block -6%, TRPV1 ag inconclusive, TSG101-PTAP inh -3%, BRCA1 expr up -6%, AT treatment 8%, ELG1 repair inh 5%, p53 reactivator 0%, Integrin act MD 15% and TCR act 5%.
Cc1ccc(C(=O)Nc2cccnc2Oc2ccc(Cl)cc2)cc1 was read as B2AR arrestin 0.2%, CXXC DNA block 6%, TSG101-PTAP inh 0%, BRCA1 expr up 20%, AT treatment 19%, ELG1 repair inh inconclusive, p53 reactivator 13%, Integrin act MD -9% and TCR act 1%.
COc1ccc(S(=O)(=O)NCCSC(C)(C)C)cc1 was read as B2AR arrestin 1.8%, CXXC DNA block 15%, TRPV1 ag 4, TSG101-PTAP inh -4%, BRCA1 expr up -15%, AT treatment 1%, ELG1 repair inh -13%, p53 reactivator 0%, Integrin act MD 17% and TCR act 0%.
For CCS(=O)(=O)c1nc(NC(C)=O)n[nH]1 the results were B2AR arrestin -1.1%, CXXC DNA block -12%, TRPV1 ag 0, TSG101-PTAP inh -7%, BRCA1 expr up -10%, AT treatment 4%, ELG1 repair inh 16%, p53 reactivator 8%, Integrin act MD 18% and TCR act 0%.
For O=C(NCc1ccccc1)C1CCN(S(=O)(=O)c2ccc(N3CCCC3=O)cc2)CC1 the results were B2AR arrestin -0.3%, CXXC DNA block 13%, TRPV1 ag 5, TSG101-PTAP inh -6%, BRCA1 expr up -4%, AT treatment 26%, ELG1 repair inh 12%, p53 reactivator -7%, Integrin act MD 6% and TCR act -1%.
`CCN(CC)c1nc2c(s1)C(=O)NCCC2` gave B2AR arrestin -0.2%, CXXC DNA block -5%, TRPV1 ag -3, TSG101-PTAP inh -4%, BRCA1 expr up 35%, AT treatment 4%, ELG1 repair inh 5%, p53 reactivator inconclusive, Integrin act MD 40% and TCR act 9%.
CCCN(CCC)C(=O)C1c2ccccc2Oc2ccccc21 was read as B2AR arrestin -0.4%, CXXC DNA block 6%, TRPV1 ag inconclusive, TSG101-PTAP inh -3%, BRCA1 expr up -33%, AT treatment 12%, ELG1 repair inh -6%, p53 reactivator 26%, Integrin act MD -3% and TCR act 5%.
Screening COC(=O)C1=CN(Cc2ccc(OC)c(OC)c2)C=C(C(=O)OC)C1c1cccc(O)c1 returned B2AR arrestin -0.3%, CXXC DNA block 19%, TRPV1 ag -2, TSG101-PTAP inh -10%, BRCA1 expr up 4%, AT treatment 3%, ELG1 repair inh inconclusive, Integrin act MD -28% and TCR act 1%.
O=S(=O)(Nc1ccc(N2CCOCC2)cc1)c1ccc(F)cc1 was read as B2AR arrestin -0.2%, CXXC DNA block -2%, TRPV1 ag 1, TSG101-PTAP inh -1%, BRCA1 expr up 2%, AT treatment 1%, ELG1 repair inh -15%, p53 reactivator 2%, Integrin act MD -21% and TCR act 6%.
